Source: PubChem BioAssay (several laboratories)
SMARCA2 act = SMARCA2 (BRM) function activators, primary screen, cell-based, luminescence, high throughput | MG213 cells, MMTV-luciferase reporter, dexamethasone, overnight | activation, % at 9.1 µM | hit rate 1% among 370,000 | AID 652017, 2013; in the data active means activation above about 7.8%;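 further: 0% = vehicle wells and 100% = reference activator wells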
NPR1 activator = GC-A stimulated cGMP production enhancers – HEK293 GC-A cells, cGMP TR-FRET, EC30 ANP, primary screen | hit rate 0.14% among 370,000 | AID 1671463, 2021 | Atrial natriuretic peptide receptor 1 (Homo sapiens), P16066 | 0% at EC30 ANP, 100% saturating ANP | activation, % at 10 µM; in the data active means activation above about 40%
DAX1 inh-1 = DAX1 (NR0B1) inhibitors, primary screen, cell-based, HEK293, Gal4-DAX1, luciferase luminescence | inhibition, % at 6.75 µM | HEK293 Gal4-DAX1 luciferase reporter | hit rate 0.99% among 340,000 | Nuclear receptor subfamily 0 group B member 1 (Homo sapiens), P51843 | AID 504766, 2011;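 active means inhibition above the mean over all tested compounds plus 3 SD, cut at about 4.2% in these data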;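 further: 0% = DAX1-transfected cells with DMSO and 100% = empty-vector control cells with DMSO; inhibition shows as a rise in luminescence from relieved DAX1 repression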
FXN GAA850 act = FXN promoter activators, primary screen, cell-based, luciferase luminescence, HEK293 lucGAA850; HEK293 lucGAA850 FXN promoter luciferase reporter, 24 h; percent of 10 µM SAHA response; hit rate 0.56% among 360,000; activation, % at 6 µM;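 active means activation above the average of all compounds screened plus 3 SD, cutoff fixed separately per campaign, cut at about 7.5% in these data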;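 further: 0% = DMSO wells and 100% = 10 µM SAHA wells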
HGIII-sPLA2 inh = human group III sPLA2 inhibitors, primary screen, biochemical, QFRET, BODIPY PC-A2 liposome substrate | Group 3 secretory phospholipase A2 (Homo sapiens), Q9NZ20 | QFRET BODIPY PC-A2 liposome hydrolysis, fluorescence | inhibition, % at 12.2 µM | hit rate 0.56% among 370,000;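 active means inhibition above mean plus 3 SD of compounds lying within the high and low control bounds, cut at about 19% in these data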;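 further: 0% = median of test compound wells and 100% = no enzyme DMSO wells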
hcDAF-12 act = H. contortus DAF-12 nuclear receptor activators, primary screen, cell-based, luminescence, HEK293, lit1-tk-luc reporter | AID 652067, 2013 | activation, % at 6.8 µM | hit rate 1.4% among 370,000 | HEK293 hcDAF-12 lit1-tk-luc reporter; 0% DMSO, 100% Δ7-dafachronic acid;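 active means activation above the mean of all tested compounds plus 3 SD, cut at about 5.5% in these data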;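 further: 100% = response to 3 µM Δ7-dafachronic acid high control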
ADAM10 inh = human ADAM10 inhibitors, primary screen, biochemical, QFRET, HTS. Disintegrin and metalloproteinase domain-containing protein 10 (Homo sapiens), O14672. inhibition, % at 7 µM. recombinant ADAM10, EDANS/DABCYL FRET peptide cleavage, 3 h. hit rate 0.62% among 370,000;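 active means inhibition above a per-campaign cutoff equal to the mean of compounds falling between control-based bounds plus 3 SD, cut at about 20% in these data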;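 further: 0% = DMSO wells while the 100% control is not disclosed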
ssDAF12 agonist = S. stercoralis DAF-12 nuclear receptor activators, primary screen, cell-based, luminescence, HEK293, GRIP1 co-expression, lit1-tk-luc; hit rate 1% among 370,000; Nuclear hormone receptor DAF-12 (Strongyloides stercoralis); HEK293 ssDAF-12/GRIP1 lit1-tk-luc reporter; % of 3 µM dafachronic acid response; activation, % at 6.8 µM;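 active means activation above the mean over all tested compounds plus 3 SD, cut at about 0.9% in these data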;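 further: 0% = DMSO-only wells and 100% = 3 µM delta7-dafachronic acid wells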
DAX1 inh-2 = DAX1 (NR0B1) inhibitors on StAR promoter, primary screen, cell-based, luminescence, SF-1 (NR5A1), full-length DAX-1. HEK293T StAR-luciferase reporter, SF-1/DAX-1 repression relief. inhibition, % at 6.8 µM. hit rate 1.1% among 370,000. AID 652010, 2013;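 active means inhibition above the mean over all tested compounds plus 3 SD, cut at about 3.6% in these data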;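 further: 0% = DAX-1 cells with DMSO and 100% = cells lacking DAX-1 with DMSO; higher inhibition means more luminescence from relief of DAX-1 repression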
GC-B act = human GC-B receptor activators, primary screen, HEK293 GC-B cells, cGMP TR-FRET, EC30 CNP | Atrial natriuretic peptide receptor 2 (Homo sapiens), P20594 | 0% at EC30 CNP, 100% saturating CNP | activation, % at 10 µM | hit rate 0.11% among 370,000;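 active means activation at 10 µM reaching about 35% in either raw or pattern-adjusted values, limit read from the data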
Target sequence (P20594 whole entry, looked up): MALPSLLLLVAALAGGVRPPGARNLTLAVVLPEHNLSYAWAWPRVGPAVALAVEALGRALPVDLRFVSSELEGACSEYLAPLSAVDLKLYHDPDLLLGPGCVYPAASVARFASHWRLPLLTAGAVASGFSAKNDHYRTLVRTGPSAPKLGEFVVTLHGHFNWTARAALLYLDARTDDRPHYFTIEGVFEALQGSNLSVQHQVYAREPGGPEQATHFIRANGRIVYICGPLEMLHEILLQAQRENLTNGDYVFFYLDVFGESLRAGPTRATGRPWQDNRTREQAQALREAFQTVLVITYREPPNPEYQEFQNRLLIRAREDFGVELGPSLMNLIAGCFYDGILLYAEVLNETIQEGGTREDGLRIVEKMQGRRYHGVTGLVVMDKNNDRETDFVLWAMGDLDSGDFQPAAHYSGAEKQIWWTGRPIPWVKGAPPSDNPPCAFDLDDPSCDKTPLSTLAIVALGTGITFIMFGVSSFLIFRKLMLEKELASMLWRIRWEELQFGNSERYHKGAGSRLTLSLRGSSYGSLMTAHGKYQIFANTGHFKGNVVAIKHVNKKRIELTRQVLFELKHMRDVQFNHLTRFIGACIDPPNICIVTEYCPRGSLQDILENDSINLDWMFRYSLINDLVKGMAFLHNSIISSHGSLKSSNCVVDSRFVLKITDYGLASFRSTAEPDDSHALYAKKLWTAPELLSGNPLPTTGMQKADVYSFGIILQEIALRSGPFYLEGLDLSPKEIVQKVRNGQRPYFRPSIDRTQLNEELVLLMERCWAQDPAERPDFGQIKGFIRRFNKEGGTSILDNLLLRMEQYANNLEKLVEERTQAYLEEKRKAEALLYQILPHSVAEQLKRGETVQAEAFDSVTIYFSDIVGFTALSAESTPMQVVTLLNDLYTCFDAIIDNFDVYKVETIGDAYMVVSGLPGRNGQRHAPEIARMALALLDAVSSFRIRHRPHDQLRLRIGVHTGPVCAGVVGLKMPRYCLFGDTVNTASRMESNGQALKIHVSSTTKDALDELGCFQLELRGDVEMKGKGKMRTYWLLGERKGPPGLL
hgDAF-12 ag = H. glycines DAF-12 receptor agonists, primary screen, cell-based, luminescence, HEK293, GAL4 fusion, UAS-luciferase | HEK293 GAL4-hgDAF12 UAS-luciferase reporter, agonist luminescence; normalized to butyrate control | activation, % at 6.8 µM | hit rate 1.8% among 370,000 | AID 687014, 2013;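 active means activation above a cutoff set at the mean of all screened compounds plus 3 SD, cut at about 10% in these data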;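 further: 0% = DMSO wells and 100% = sodium butyrate wells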
Starred values were filed as active, the others as inactive; i = inactive; / = no result given.

#	molecule	SMARCA2 act	NPR1 activator	DAX1 inh-1	FXN GAA850 act	HGIII-sPLA2 inh	hcDAF-12 act
1	COCCN1CN(S(=O)(=O)c2cccc(Cl)c2)c2nc3ccccc3nc21	4	1	-0.4	1.4	-3	2.6
2	O=C(NCC(c1ccco1)N1CCOCC1)c1cccc(Cl)c1 (configuration not stated)	-1	-2	0.3	1.3	13	-1.4
3	COc1ccc(CCNC(=O)C2CC3Cn4c(nc5cc6ccccc6cc54)C3N2C)cc1 (configuration not stated)	0	-2	0.5	-0.2	-4	-2.4
4	COc1cccc(NC(=O)Nc2nnc(Cc3ccccc3)s2)c1	-2	13	0.1	1.1	-6	-0.2
5	Cc1ccc(-c2csc(-c3cc(C)on3)n2)cc1	7	-6	1.2	2.5	-3	2.0
6	COc1cc(/C=N/NC(=O)c2cccnc2)ccc1OC(=O)c1ccco1	0	1	-0.5	-0.1	1	1.2
7	COc1ccccc1-c1cc2c(c3c1ccn3C)C1CCC2C1 (configuration not stated)	-1	-1	/	/	22*	-1.1
8	COc1ccc(NC(=O)C(c2cccc3ccccc23)n2c(=O)c(-c3ccco3)nc3ccccc32)cc1 (configuration not stated)	-5	-2	/	/	8	-0.8
9	COc1ccc(C(=O)N2CCN(Cc3ccc4c(c3)OCO4)CC2)cc1[N+](=O)[O-]	-3	2	-1.9	-0.3	-2	-1.8
10	CC1(C)CC(=O)C2=C(C1)OC1=C(C(=O)CC(C)(C)C1)C2c1ccc(O)c([N+](=O)[O-])c1	-5	-4	2.5	3.0	14	0.4
11	CCn1c(NC(=O)c2ccccc2F)c(-c2cccs2)c(=O)c2ccccc21	-1	-2	0.0	0.1	0	0.2
12	Cc1noc(C)c1CSc1nnc2sc3ccccc3n12	-1	4	0.3	-0.7	0	-0.2
13	S=C(NCc1ccccc1)Nc1ccc(Cl)cc1	0	-3	-1.5	3.1	-6	5.2
14	Cc1nn2cc(-c3ccc(-c4ccccc4)cc3)nc2s1	-2	5	0.8	1.4	1	5.7*
15	Cc1cnc(C(=O)OCC(=O)N2CCN(S(=O)(=O)c3ccc(Cl)cc3)CC2)cn1	-2	-1	1.8	0.0	5	0.2

#	ADAM10 inh	ssDAF12 agonist	DAX1 inh-2	GC-B act	hgDAF-12 ag
1	i	-0.9	-0.4	-5	1.5
2	-15	-1.1	-0.6	0	-2.6
3	-26	-1.4	-0.1	3	-4.3
4	7	-0.3	-0.3	4	0.9
5	-3	-0.8	0.5	-2	2.2
6	-5	-1.2	-0.2	2	1.2
7	-30	-1.0	-0.8	1	2.2
8	-9	-0.5	-0.8	-2	-1.6
9	-1	-1.5	-2.4	-1	-3.8
10	-9	-1.4	-0.1	3	1.1
11	-2	-1.9	0.1	1	-4.8
12	-1	-1.8	-0.2	-1	-3.1
13	3	0.3	-0.7	1	4.0
14	-6	0.9	2.4	11	15*
15	-12	-0.9	-0.2	-2	-1.6

Further results.
#	molecule	SMARCA2 act	NPR1 activator	DAX1 inh-1	FXN GAA850 act	HGIII-sPLA2 inh	hcDAF-12 act
16	O=C(NC(=S)Nc1ccc(N2CCOCC2)c(Cl)c1)C(c1ccccc1)c1ccccc1	-1	0	-0.6	3.8	-12	-2.9
17	O=C(Nc1nnc(C2CC2)s1)c1ccncc1	0	4	1.4	-1.1	9	-1.0
18	CCCC1S/C(=N/N=C/c2ccc(OC)cc2)N(Cc2ccc(OC)cc2)C1=O (configuration not stated)	-2	4	0.3	4.0	-1	-2.2
19	O=[N+]([O-])c1ccc(OCc2cccc(COc3ccc([N+](=O)[O-])cc3)n2)cc1	1	-6	0.2	0.9	3	-0.3
20	CC1=C(C(=O)N2CCCCCC2)CC(CC(=O)NCCc2ccccn2)C(=O)N1Cc1ccc(C(C)(C)C)cc1 (configuration not stated)	-3	2	/	/	-1	-0.5
21	COc1ccc(C2=NOC(CNC(=O)c3ccccc3Br)C2)c(OC)c1 (configuration not stated)	-2	-4	1.4	-0.8	-3	-0.8
22	O=C1NC(=Nc2ccccc2Cl)S/C1=C\c1cc([N+](=O)[O-])ccc1O	0	-1	-0.5	2.4	-42	0.0
23	CCOc1ccccc1Nc1nnc(Cc2ccccc2Cl)c(=O)[nH]1	-2	2	-1.5	0.4	2	-1.2
24	Cc1ccc(NC(=O)COC(=O)CCc2ccccc2)cc1S(=O)(=O)N1CCOCC1	-1	-2	-0.7	3.0	-6	-0.6
25	Cc1cccc(NC(=O)CCN2CCC(C(N)=O)CC2)c1	-3	6	1.8	0.4	17	-0.4
26	Nc1ccc2nc(SCc3cccc(F)c3)sc2c1	4	-1	0.1	3.0	-2	2.2
27	O=C1C=C(c2ccccc2)C[C@H](c2cccs2)[C@H]1n1nnc([N+](=O)[O-])n1	1	-3	-2.0	-2.6	-3	-4.6
28	CCOc1cccc(NC(=O)CSc2nc(C)c3c(c2C#N)CCCC3)c1	1	6	1.1	0.8	1	-0.2
29	CCOC(=O)C1CCCN(C2CC(=O)N(c3cccc(C)c3)C2=O)C1 (configuration not stated)	-1	-6	-1.2	0.5	5	0.2
30	COC(=O)c1ccc(NC(=O)CSc2nc3[nH]ncc3c(=O)[nH]2)cc1	-1	3	0.2	1.8	6	1.6

#	ADAM10 inh	ssDAF12 agonist	DAX1 inh-2	GC-B act	hgDAF-12 ag
16	4	-1.4	-0.9	3	-0.2
17	4	-0.4	0.7	7	0.0
18	3	-1.7	0.1	4	-2.0
19	9	-1.0	-0.3	-2	-2.0
20	-11	-0.5	-1.2	2	1.6
21	-9	-1.4	-0.1	-4	-1.9
22	7	-0.7	0.3	2	-1.5
23	1	-0.6	0.0	2	-0.7
24	1	-1.0	-0.5	-2	-2.4
25	-4	-0.8	-0.2	3	-1.8
26	8	-0.9	0.2	-1	16*
27	6	-1.9	-1.8	4	-4.4
28	0	-1.3	-1.0	2	-1.4
29	7	-1.4	-0.6	13	1.5
30	-8	-0.9	0.6	3	0.8

Record cards (already shown). Screens in order: SMARCA2 act | NPR1 activator | DAX1 inh-1 | FXN GAA850 act | HGIII-sPLA2 inh | hcDAF-12 act | ADAM10 inh | ssDAF12 agonist | DAX1 inh-2 | GC-B act | hgDAF-12 ag
Shown for CC1(C)CC(=O)C2=C(C1)OC1=C(C(=O)CC(C)(C)C1)C2c1ccc(O)c([N+](=O)[O-])c1 = -5 | -4 | 2.5 | 3.0 | 14 | 0.4 | -9 | -1.4 | -0.1 | 3 | 1.1
Shown for O=C(NC(=S)Nc1ccc(N2CCOCC2)c(Cl)c1)C(c1ccccc1)c1ccccc1 = -1 | 0 | -0.6 | 3.8 | -12 | -2.9 | 4 | -1.4 | -0.9 | 3 | -0.2
Shown for O=[N+]([O-])c1ccc(OCc2cccc(COc3ccc([N+](=O)[O-])cc3)n2)cc1 = 1 | -6 | 0.2 | 0.9 | 3 | -0.3 | 9 | -1.0 | -0.3 | -2 | -2.0
Shown for O=C(Nc1nnc(C2CC2)s1)c1ccncc1 = 0 | 4 | 1.4 | -1.1 | 9 | -1.0 | 4 | -0.4 | 0.7 | 7 | 0.0
Shown for Cc1cnc(C(=O)OCC(=O)N2CCN(S(=O)(=O)c3ccc(Cl)cc3)CC2)cn1 = -2 | -1 | 1.8 | 0.0 | 5 | 0.2 | -12 | -0.9 | -0.2 | -2 | -1.6

Later entries:
#	molecule	SMARCA2 act	NPR1 activator	DAX1 inh-1	FXN GAA850 act	HGIII-sPLA2 inh	hcDAF-12 act
31	O=C1CCCc2ccccc2N1Cc1c(Cl)cccc1Cl	0	-1	-0.4	1.1	2	-1.1
32	CC1=NN(Cc2ccccc2)C(=O)/C1=C\c1ccc(N(C)C)cc1	3	5	1.4	0.4	16	0.6
33	CNc1c([N+](=O)[O-])cnn1-c1ccc(C)cc1	-2	1	-1.1	1.0	8	0.1
34	COc1cccc(/C=N/NC(=O)c2oc3nc(-c4ccccc4)cc(-c4ccco4)c3c2N)c1	-1	-2	2.5	0.4	6	0.5
35	CCOC(=O)N1CCN(C(=O)C[C@@H]2C[C@@]3(C(=O)OC)CC(C)(C)CC=C3N(Cc3ccc4c(c3)OCO4)C2=O)CC1	-2	0	/	/	-16	-1.0
36	COc1ccc(CCNC(=O)c2cc(S(=O)(=O)N3CCCCCC3)ccc2OC)cc1OC	-2	-7	-0.3	1.4	-13	-1.9
37	CC1CCc2nc(NC(=O)CSc3nc4ccccc4o3)sc2C1 (configuration not stated)	-6	-4	-0.2	-12	0	-3.1
38	Cc1cc[n+](CC(=O)c2ccc(NC(=O)c3ccccc3)cc2)c2ccccc12	-3	5	0.6	-0.8	-6	2.1
39	CCC(=O)Nc1ccc(C(=O)CSc2nnc(-c3ccc(O)cc3)n2CC2CCCO2)cc1OC (configuration not stated)	-2	-5	1.2	0.5	-18	-2.8
40	CCOC(=O)N1CCN(C(=O)c2ccc3[nH]c(C)c(C)c3c2)CC1	-2	-3	-0.2	-1.1	-6	-0.8
41	O=C(Nc1ccnn1C1CCN(Cc2cc3ccccc3[nH]2)CC1)C1CCOC1 (configuration not stated)	-1	1	1.6	0.5	-1	5.0
42	CCCS(=O)(=O)NCCc1cc2cc(C)c(C)cc2[nH]c1=O	0	0	1.2	1.4	5	4.3
43	COC(=O)c1ccc2nc(-c3ccco3)c(Cc3ccccc3OC)n2c1	-2	-1	/	/	3	2.4
44	CC(C)CN1C(=O)c2ccccc2C1(O)Cc1ccccc1 (configuration not stated)	-3	4	0.3	1.0	6	-0.3

#	ADAM10 inh	ssDAF12 agonist	DAX1 inh-2	GC-B act	hgDAF-12 ag
31	2	-1.6	-0.3	1	-2.4
32	14	-1.1	-0.1	-9	-3.4
33	-1	-1.1	0.0	7	-1.5
34	-40	-0.8	-0.6	-5	1.4
35	0	-1.6	0.5	3	-2.4
36	8	-1.6	-1.3	-2	-0.8
37	-3	-2.3	-1.2	0	-8.6
38	-11	-0.9	-1.8	0	1.2
39	7	-1.6	-0.4	-2	-0.5
40	-10	-1.0	1.2	6	-0.1
41	-6	0.3	-0.3	4	0.6
42	-38	-0.6	-0.2	-5	3.9
43	-24	1.3*	-1.9	12	6.0
44	4	-1.5	0.0	5	1.5

Compounds as they come; any-hit rate near 6.6%.
